Screening data: PubChem, National Center for Advancing Translational Sciences (NCATS)
RXFP1 ag: qHTS Assay for Agonists of the Relaxin Receptor RXFP1. Relaxin receptor 1 (Homo sapiens), Q9HBX9. HEK293T-RXFP1 cAMP TR-FRET, 30 min; response scale: percent of porcine relaxin response, buffer zero. Potency, µM (series often up to 57.5 µM), inactives show top-dose activation, most hits filed as activators. actives 0.3% (n = 370,000). AID 2676, 2010; also: potency is read from the fitted curve at half-maximal effect; % is scaled to controls: 0 for no effect and ±100 for the full control effect; nearly all actives have a fitted effect of over 60% in size; many of its hits are not listed in these tables
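cAMP rise read by TR-FRET after 30 min, 37C compound exposure (up to 58 uM) in RXFP1-transfected HEK293 cells with Ro 20174 present. EC50 from Hill-equation fits, with 29 nM porcine relaxin as 100% and buffer as basal.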
D2 potentiator: HTS Assay for Positive Allosteric Modulators of the Human D2 Dopamine Receptor: Primary Screen for Potentiators; AID 485347, 2010; D(2) dopamine receptor (Homo sapiens), P14416; potentiation, % at 10 µM; HEK293 T-REx D2, calcium flux, EC20 dopamine potentiation; actives 0.34% (n = 340,000);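 active = potentiation over 3 SD above the plate norm, cut at about 30% in these data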; also: 0% is about no effect
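Cells plated with tetracycline inducer and held overnight at 30 C; calcium dye loaded 30–90 min at room temperature; baseline taken, compound added and read 180 s; EC20 dopamine then added and read 180 s.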
GRP78 ERSR act: qHTS for Inducers of the Endoplasmic Reticulum Stress Response (ERSR) in Human Glioma: qHTS; U87-MG GRP78 promoter luciferase reporter, 16 h; Potency, µM, inactives show top-dose activation, hits mostly activators; actives 0.02% (n = 420,000); AID 602332, 2012; also: potency is read from the fitted curve at half-maximal effect; series mostly up to about 76 µM; % of control where 0% means no effect; nearly all actives have a fitted effect of over 35% in size
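Stably transfected U87-MG glioma cells carrying a GRP78-based luciferase sensor; 16 h compound incubation. Luminescence end-point read 10 min after Bright-Glo addition at room temperature.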
D1 PAM: Potentiators of Human D1 Dopamine Receptor: qHTS; D(1A) dopamine receptor (Homo sapiens), P21728; HEK293 TREx D1 cells, calcium flux, dopamine EC20 potentiation; potentiation, % at 10 µM; actives 0.036% (n = 360,000); AID 504651, 2011; in the data active = potentiation above about 30%; also: 0% is about no effect
Target sequence (P21728 whole entry, looked up): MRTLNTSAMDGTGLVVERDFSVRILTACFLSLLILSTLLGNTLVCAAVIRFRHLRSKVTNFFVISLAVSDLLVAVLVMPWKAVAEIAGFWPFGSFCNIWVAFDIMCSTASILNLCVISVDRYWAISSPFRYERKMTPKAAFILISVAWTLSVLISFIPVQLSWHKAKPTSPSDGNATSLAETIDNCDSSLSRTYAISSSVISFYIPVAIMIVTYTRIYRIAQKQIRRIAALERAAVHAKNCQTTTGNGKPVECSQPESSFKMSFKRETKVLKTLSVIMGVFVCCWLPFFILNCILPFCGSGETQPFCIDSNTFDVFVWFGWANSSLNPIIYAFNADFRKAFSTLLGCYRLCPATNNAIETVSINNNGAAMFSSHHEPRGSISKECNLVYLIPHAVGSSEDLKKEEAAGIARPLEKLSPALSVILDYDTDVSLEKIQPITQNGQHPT
RXFP1 antagonist: qHTS Assay for Antagonists of the Relaxin Receptor RXFP1; AID 1259400, 2018; HEK293-RXFP1, relaxin-stimulated cAMP HTRF, 30 min; active compounds read low; actives 0.59% (n = 350,000); activity change, negative = inhibition, % at 57.5 µM; Relaxin receptor 1 (Homo sapiens), Q9HBX9;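 active = activity change of -60% or lower, but not beyond a set lower limit; inconclusive = change between -60% and -40%, or beyond the set limit; inactive = change above -40%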; also: % is scaled to controls: 0 for no effect and ±100 for the full control effect
D1 ag: Allosteric Agonists of the Human D1 Dopamine Receptor: qHTS | D(1A) dopamine receptor (Homo sapiens), P21728 | HEK293 T-REx D1 cells, calcium flux, agonist mode | activation, % at 2 µM | actives 1% (n = 360,000); in the data active = activation above about 30%; also: 0% is about no effect
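Agonism was scored from calcium flux recorded over 180 s (1 read/s) after pintool compound addition, following a 10-cycle baseline. Cells were inducible force-coupled HEK293 TREx D1, plated overnight at 30 C and loaded with no-wash calcium dye.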
Vif-APOBEC3G blk: qHTS for Inhibitors of Vif-A3G Interactions: qHTS. DNA dC->dU-editing enzyme APOBEC-3G (Homo sapiens), Q9HC16. HeLa A3G-eYFP + Vif (tagged APOBEC3G with the HIV-1 protein that degrades it), YFP fluorescence, overnight. Potency, µM (titrated, usually from 46.1 µM), for inactives: at the highest dose activity, negative = active, most hits filed as inhibitors. actives 0.076% (n = 410,000). AID 602310, 2012;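 also: potency is read from the fitted curve at half-maximal effect; % is scaled to controls: 0 for no effect and ±100 for the full control effect; nearly all actives have a fitted effect of over 60% in size; hits raise eYFP signal because A3G escapes Vif-driven loss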
Target sequence (Q9HC16 whole entry, looked up): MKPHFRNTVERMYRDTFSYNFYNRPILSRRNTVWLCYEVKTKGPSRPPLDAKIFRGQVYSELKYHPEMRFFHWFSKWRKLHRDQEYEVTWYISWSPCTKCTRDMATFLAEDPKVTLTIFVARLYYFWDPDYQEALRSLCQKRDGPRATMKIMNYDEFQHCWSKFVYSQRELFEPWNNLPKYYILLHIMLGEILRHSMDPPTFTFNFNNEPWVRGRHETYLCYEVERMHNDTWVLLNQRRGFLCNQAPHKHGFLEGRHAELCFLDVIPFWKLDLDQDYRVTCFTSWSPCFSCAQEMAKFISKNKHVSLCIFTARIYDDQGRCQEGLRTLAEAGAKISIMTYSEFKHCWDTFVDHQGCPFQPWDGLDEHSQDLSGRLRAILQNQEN
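HeLa cells stably expressing Vif and C-terminally eYFP-tagged A3G, seeded overnight at 37 deg C, then exposed to compound by pintool overnight at 37 deg C. Rise in yellow fluorescence (Ex 488/Em 500-530, Acumen) marks blocked Vif-driven A3G degradation.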
D1 antag: Antagonist of Human D 1 Dopamine Receptor: qHTS; D(1A) dopamine receptor (Homo sapiens), P21728; HEK293 TREx D1 cells, calcium flux, dopamine EC80; active compounds read low; activity change, negative = inhibition, % at 10 µM; actives 3.2% (n = 360,000); AID 504652, 2011; in the data active = activity change below about -30%; also: % is scaled to controls: 0 for no effect and ±100 for the full control effect
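HEK293 T-REx cells expressing inducible, force-coupled D1 receptor; no-wash Ca dye, 30–90 min RT. Cmpd → 180 s read at 1 Hz → EC80 DA → 180 s read.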
Vif-APOBEC3F blk: qHTS for Inhibitors of Vif-A3F Interactions: qHTS; HeLa A3F-eYFP + Vif (tagged APOBEC3F with the HIV-1 protein that degrades it), YFP fluorescence increase; Potency, µM (top dose mostly 46.1 µM), for inactives: top-dose activity, negative = active; actives 0.2% (n = 390,000); AID 602313, 2012; also: potency is read from the fitted curve at half-maximal effect; % of control where 0% means no effect; nearly all actives have a fitted effect of over 65% in size
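Fluorescence increase (Ex 488/Em 500-530) after overnight compound treatment at 37 deg C flags inhibition of Vif-driven A3F-eYFP loss in stable HeLa A3F-eYFP/Vif cells seeded overnight beforehand.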
The depositor's hits bear a star; ? = inconclusive; · = no result given. Unless noted, calls follow the shape of the dose curve; as a rule, active = well fitted curve in the direction sought with a large enough effect; inconclusive = small, poorly fitted or top-dose-only effect, or another doubt; inactive = no such curve, though single readings can be large; an effect the other way counts as inactive or inconclusive.

SMILES	D2 potentiator	GRP78 ERSR act	RXFP1 ag	RXFP1 antagonist	Vif-APOBEC3G blk	D1 antag	Vif-APOBEC3F blk	D1 ag	D1 PAM
CN(c1ccccc1)S(=O)(=O)c1cccc(C(=O)NCC(=O)Nc2ccc(F)c(F)c2F)c1	·	-0.4%	·	5.3	-1.8%	·	1.1%	·	·
CCOC(=O)C1CCN(c2c(NCc3ccc(C(=O)NCCC(C)C)cc3)c(=O)c2=O)CC1	4.4	-6.4%	1.0%	-3.8	3.8%	6.2	-6.3%	4.7	1.4
COc1ccccc1CNC(=O)c1ccc(N2CCCC2)c(NC(=O)NCc2ccccc2)c1	-6.0	1.0%	-0.2%	-0.7	-3.0%	12.2	5.4%	4.9	-0.5
Cc1ccccc1C(=O)N1CCN(c2ccc(NC(=O)c3ccco3)cc2)CC1	·	-5.2%	-0.1%	-20.2	0.9%	-3.5	-11.6%	0.0	-8.7
CCOC(=O)C1CCN(C(=O)c2cc3ccc4cccnc4c3[nH]2)CC1	·	-1.2%	-2.3%	-7.1	1.7%	6.4	-10.9%	1.6	-2.2
Cc1ccc2nc3n(c(=O)c2c1)-c1cc(Cl)ccc1C(=O)NC3Cc1ccccc1 (centres undefined)	0.0	·	-2.7%	·	·	-37.5*	·	1.6	0.2
Cc1ccccc1Cn1nnc2c(=O)[nH]c(C3CCN(C(=O)c4ccccc4Cl)CC3)nc21	4.8	-3.6%	-0.7%	-18.7	-1.2%	0.2	1.4%	-1.2	-0.2
CC(C)CN(C(=O)COC(=O)c1ccc([N+](=O)[O-])o1)C1CCS(=O)(=O)C1 (centres undefined)	-7.6	-0.5%	-1.0%	8.0	0.3%	-32.4*	0.3%	2.0	-7.5
COc1ccc(-c2[nH]ncc2CN(C)C(C)c2ccon2)c(OC)c1 (centres undefined)	9.4	-3.5%	-0.5%	9.3	3.1%	-13.5	1.5%	-0.3	3.7
COc1ccc(S(=O)(=O)N(C)CC(=O)N2CCN(c3ccccc3)CC2)cc1	13.8	-2.9%	2.3%	0.3	-2.9%	2.6	-1.2%	-0.4	3.8
COc1cc2c(cc1OC)CN(CCOc1ccc(Br)cc1)CC2	-31.2	-5.1%	-2.1%	-3.3	4.4%	-9.2	-3.6%	3.7	-8.3
CN1C(=O)CCC(CCC(=O)O)(c2ccccc2O)C1=O (centres undefined)	8.0	-6.1%	0.0%	-4.7	0.3%	2.4	-4.1%	0.7	3.0

3 compounds from above, ordered by the value under RXFP1 ag, high to low.
smiles | RXFP1 ag
Cc1ccccc1C(=O)N1CCN(c2ccc(NC(=O)c3ccco3)cc2)CC1 | -0.1%
COc1cc2c(cc1OC)CN(CCOc1ccc(Br)cc1)CC2 | -2.1%
CCOC(=O)C1CCN(C(=O)c2cc3ccc4cccnc4c3[nH]2)CC1 | -2.3%

More compounds follow:
SMILES	D2 potentiator	GRP78 ERSR act	RXFP1 ag	RXFP1 antagonist	Vif-APOBEC3G blk	D1 antag	Vif-APOBEC3F blk	D1 ag	D1 PAM
N#Cc1ccc(C(=O)NC(=S)N2CCOCC2)cc1	·	-3.2%	·	9.7	3.5%	·	?	·	·
O=C(NC1CC1)C1=C[C@H](C2CCCCC2)C[C@H](OCc2ccc(CO)cc2)O1	4.2	-5.4%	-0.7%	·	-5.7%	-0.7	0.3%	2.6	8.7
CCOC(=O)N1CCN(C(=O)CSc2nc3ccccc3c(=O)n2-c2ccccc2)CC1	-3.6	-1.3%	-0.2%	-7.4	-1.3%	6.6	0.1%	-0.9	-5.8
CCOc1ccc(S(=O)(=O)Nc2cccc(-c3ccc(N4CCCC4)nn3)c2)cc1	-2.4	0.3%	1.6%	-8.7	4.0%	7.8	0.7%	1.6	-1.0
COc1ccc(/C(O)=C2/C(=O)C(=O)N(Cc3cccnc3)C2c2ccco2)cc1OC (centres undefined)	-4.9	-2.0%	?	4.9	-7.5%	8.5	-0.1%	3.0	2.3
Cc1ccccc1NC(=O)Cn1nnc(-c2ccc(CN3CCC(C)CC3)cc2)n1	-8.2	-1.4%	1.9%	6.0	0.2%	-7.5	-3.2%	4.4	-1.8
NC(=O)CC(c1ccccc1)c1ccco1 (centres undefined)	2.2	-6.0%	-0.6%	4.7	-0.1%	9.4	2.7%	1.2	-7.3
Cc1ccc([N+](=O)[O-])cc1S(=O)(=O)Nc1ccc(-c2ccc(N3CCCC3)nn2)cc1	-4.8	-0.8%	2.1%	-10.2	0.9%	1.7	-5.7%	1.1	-5.5
CC(C)(C)NC(=O)CSC(=Nc1ccc(F)cc1)NC#N	1.5	8.4%	1.9%	6.9	3.9%	-3.3	1.8%	2.7	5.5
NC(=O)CC1C(=O)N(c2ccc(F)cc2)C(=O)N1NC(=O)CCc1ccccc1 (centres undefined)	4.0	1.0%	-0.2%	-0.2	2.2%	6.9	8.1%	3.9	20.8
CC1CCN(S(=O)(=O)N2CCC(C(=O)NCCc3ccccc3)CC2)CC1	5.2	-3.6%	2.0%	2.8	2.5%	-16.6	-6.9%	4.1	-0.8
Cc1cccc(Oc2sc(C(=O)c3ccccc3)c(N)c2C#N)c1	18.8	-4.5%	2.2%	-1.7	-9.1%	4.6	2.1%	4.4	2.2
COc1ccc(C)cc1S(=O)(=O)NCC(c1cccs1)S(=O)(=O)c1ccc(C)cc1 (centres undefined)	15.3	-2.0%	0.6%	-20.6	12.9%	·	0.9%	3.2	1.0
COc1ccccc1/C=C/C(=O)Nc1cccc(S(=O)(=O)N2CCOCC2)c1	9.6	1.0%	1.2%	-2.3	-0.1%	-10.1	1.2%	-0.1	-6.8
CCN(c1ccccc1)S(=O)(=O)c1ccc(Cl)c(NC(=O)c2ccc(=O)[nH]n2)c1	-7.1	-0.9%	1.4%	3.6	-10.0%	18.7	0.0%	1.1	-3.2
CCCCC[C@H]1CN(CCCC)C(=O)[C@@H]1CC(=O)NCc1ccccc1	-2.7	-7.2%	2.7%	·	0.5%	9.4	4.1%	2.6	-0.6
COC(=O)c1nc2nc(C)cc(C(F)(F)F)n2n1	·	-6.3%	1.5%	0.7	-2.1%	-5.6	-0.5%	1.4	4.7
Cc1cccc(N2CCN(C3=NC(=O)/C(=C\c4cn[nH]c4-c4ccccc4)S3)CC2)c1	3.9	-5.2%	-0.5%	-3.1	-0.7%	-16.6	2.0%	1.8	1.6
O=C(CCNC(=O)OCc1ccccc1)NC1CCCCC1	3.2	-2.8%	0.4%	-0.4	0.4%	21.5	-13.8%	1.4	-7.0
CC(=O)Nc1ccc(-c2nc3ccccc3o2)cc1	6.7	-5.0%	4.7%	-12.8	-4.5%	-1.5	-4.9%	6.4	1.8
CCOC(=O)C1CCN(C(=O)C2CCC(=O)N(Cc3cccc(C(F)(F)F)c3)C2)CC1 (centres undefined)	-7.1	2.1%	2.3%	-15.9	1.2%	-12.7	3.1%	1.6	12.9
CCc1ccc([C@@H]2CC=C(C(=O)O)[C@H](c3cccc(Cl)c3)N2S(=O)(=O)c2ccc(C)cc2)cc1	-6.8	-6.3%	-1.1%	·	-11.7%	-1.0	2.3%	1.7	2.4
CCCS(=O)(=O)N1CCCC(C(=O)Oc2ccc(C)c(C)c2)C1 (centres undefined)	-3.3	-1.0%	-1.9%	-8.0	0.9%	4.2	11.1%	-1.1	-0.5
O=C(COc1ccc2c3c(c(=O)oc2c1)CCCC3)NCCCn1ccnc1	0.7	-3.2%	1.4%	0.8	0.2%	-0.3	5.9%	0.7	3.8
COc1ccc(-c2nn(-c3ccccc3)cc2C(=O)NC(=S)Nc2cc(Cl)ccc2Cl)cc1	11.6	-2.0%	-1.7%	-4.2	-1.2%	4.0	0.9%	0.1	2.4
Cc1nc2nc(-c3ccccc3)cn2nc1C	4.8	-6.7%	10.5%	-5.1	-2.8%	3.0	-6.6%	6.2	-3.5
CCn1cc(C(=O)NCc2cccc(C(F)(F)F)c2)c(=O)c2ccc(C)nc21	-1.2	-7.1%	0.3%	-6.6	-6.8%	3.2	0.1%	5.6	6.0
COc1ccc(CCCc2nnc(SCC(=O)Nc3ccc(C)cc3C)o2)cc1	-4.9	1.8%	6.4%	·	-0.5%	-28.7	2.4%	13.5	-4.8
CNC(=S)N/N=C/c1cn(CCOc2cccc(OC)c2)c2ccccc12	-5.6	1.5%	2.9%	3.3	2.2%	-5.8	?	1.0	-3.0
COc1ccccc1N1CC(C(=O)Nc2nnc(SCc3cccnc3)s2)CC1=O (centres undefined)	-4.2	-1.9%	-0.5%	-3.9	0.7%	-11.2	-11.2%	-0.7	4.4
Cc1c(NC(=O)C(C)OC(=O)c2c3c(nc4ccccc24)CCC(C)C3)c(=O)n(-c2ccccc2)n1C (centres undefined)	·	-4.1%	·	-8.2	2.3%	·	5.4%	·	·

These rows are one share of the data, so the mix of outcomes need not match the whole.
